Tau ThT inhib = qHTS for Inhibitors of Tau Fibril Formation, Thioflavin T Binding; Potency, µM (top dose mostly 57.4 µM), inactives show top-dose activity, negative = inhibition, usual class: inhibitors; Microtubule-associated protein tau (Homo sapiens), P10636; 2.1% of 270,000 active; recombinant tau K18 P301L (four-repeat tau fragment), heparin-induced fibrillization, ThT fluorescence; further: nearly all actives have a fitted effect of over 55% in size
Target sequence (P10636 561-689 P618L limits assumed): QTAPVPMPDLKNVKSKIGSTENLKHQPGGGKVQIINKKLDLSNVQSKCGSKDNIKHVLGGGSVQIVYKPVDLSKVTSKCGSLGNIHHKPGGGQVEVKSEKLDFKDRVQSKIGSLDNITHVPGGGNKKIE
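K18 P301L tau (15 uM + 0.24 uM Alexa 594-tagged), heparin 20 uM, NaOAc pH 7, 6 h 37 C; ThT 30 uM, 1 h RT, ex 450/em 510 nm.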
L3MBTL1 inh = qHTS Assay for the Inhibitors of L3MBTL1; Lethal(3)malignant brain tumor-like protein 1 (Homo sapiens), Q9Y468; AlphaScreen L3MBTL1–H3K9me1 peptide binding; Potency, µM (top dose mostly 57.1 µM), for inactives: at the highest dose activity, negative = inhibition, usual class: inhibitors; 0.66% of 230,000 active; AID 485360, 2010; further: nearly all actives have a fitted effect of over 60% in size
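AlphaScreen assay: L3MBTL1 (50 nM final) was preincubated 30 min at room temperature with biotinylated H3(1-15)K9me1 peptide (75 nM final), then 30 min with library compounds; streptavidin donor and nickel chelate acceptor beads (10 ug/mL final) added, 30 min dark.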
Tau fibril FP = qHTS for Inhibitors of Tau Fibril Formation, Fluorescence Polarization | Microtubule-associated protein tau (Homo sapiens), P10636 | 0.39% of 280,000 active | Potency, µM (titrated, usually from 57.7 µM), for inactives: at the top dose activity, negative = inhibition, most hits filed as inhibitors | K18 P301L tau heparin fibrillization, Alexa594 FP, 6 h; further: nearly all actives have a fitted effect of over 55% in size
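Human tau K18 […] P301L fragment, 15 uM unlabeled plus 0.24 uM Alexa 594-labeled tau (final), with compound and 20 uM heparin in 100 mM sodium acetate pH 7; 6 hr at 37 C, then Alexa 594 FP read.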
RECQ1 helicase = qHTS Assay for Inhibitors of RecQ-Like Dna Helicase 1 (RECQ1) | RECQ1 DNA unwinding, red fluorescence kinetic read | Potency, µM (top dose mostly 57.3 µM), for inactives: at the top dose activity, negative = inhibition, hits mostly inhibitors | 0.54% of 240,000 active;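 further: plate controls were vehicle for no effect and no enzyme for full effect; nearly all actives have a fitted effect of over 30% in size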
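RECQ1T1 50 nM; forked duplex (20 bp + 30-nt ss tails) 200 nM, ATP 2 mM final; pH 8.0, 2 mM MgCl2, 2.5 ug/ml poly(dI-dC); 15 min compound preincubation; discontinuous kinetic read over 2 h at RT.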
TRb-SRC2 inh = qHTS for Inhibitors of the Interaction of Thyroid Hormone Receptor and Steroid Receptor Coregulator 2; Thyroid hormone receptor beta (Homo sapiens), P10828; TRbeta-SRC2 peptide binding, fluorescence polarization; receptor liganded with 1 µM T3; Potency, µM (top dose mostly 106 µM), without a hit: top-dose activity change, negative = inhibition, hits mostly inhibitors; 0.065% of 280,000 active;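 further: plate controls were bound peptide for no effect and peptide without receptor for full effect; nearly all actives have a fitted effect of over 50% in size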
Target sequence (P10828 whole entry, looked up): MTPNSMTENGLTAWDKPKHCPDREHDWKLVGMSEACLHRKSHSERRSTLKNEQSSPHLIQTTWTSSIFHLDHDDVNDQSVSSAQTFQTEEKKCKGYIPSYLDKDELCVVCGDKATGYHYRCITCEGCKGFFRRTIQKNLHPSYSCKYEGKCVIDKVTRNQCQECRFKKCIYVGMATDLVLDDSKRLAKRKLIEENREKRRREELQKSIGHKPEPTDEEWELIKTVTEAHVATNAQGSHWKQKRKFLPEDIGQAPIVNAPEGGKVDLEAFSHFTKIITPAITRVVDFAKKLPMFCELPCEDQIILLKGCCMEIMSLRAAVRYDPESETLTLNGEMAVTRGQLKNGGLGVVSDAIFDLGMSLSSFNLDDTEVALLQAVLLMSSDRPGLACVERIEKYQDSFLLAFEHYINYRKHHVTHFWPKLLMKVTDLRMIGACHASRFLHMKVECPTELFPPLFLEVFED
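Binding of a 20-amino-acid Texas Red SRC2 peptide (20 nM) to TRb ligand-binding domain (0.6 uM) with agonist T3 at 1 uM was followed by fluorescence polarization after a 5 hr room-temperature incubation.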
RGS12 GoLoco inh = qHTS Assay for Inhibitors of RGS12 GoLoco Motif Activity (Red Fluorophore); 0.44% of 230,000 active; Guanine nucleotide-binding protein G(i) subunit alpha-1 (Homo sapiens), P63096; Gai1:RGS12 GoLoco peptide FP, rhodamine, 10 min; Potency, µM (highest dose often 61.6 µM), for the others: at the top dose activity, negative = inhibition, hits mostly inhibitors; active means well fitted inhibition curve with a large enough effect, not every such curve was filed as active; inactive means no such curve, though single readings can be large or run the other way; further: nearly all actives have a fitted effect of over 30% in size; many of its hits are not listed in these tables
Target sequence (P63096 whole entry, looked up): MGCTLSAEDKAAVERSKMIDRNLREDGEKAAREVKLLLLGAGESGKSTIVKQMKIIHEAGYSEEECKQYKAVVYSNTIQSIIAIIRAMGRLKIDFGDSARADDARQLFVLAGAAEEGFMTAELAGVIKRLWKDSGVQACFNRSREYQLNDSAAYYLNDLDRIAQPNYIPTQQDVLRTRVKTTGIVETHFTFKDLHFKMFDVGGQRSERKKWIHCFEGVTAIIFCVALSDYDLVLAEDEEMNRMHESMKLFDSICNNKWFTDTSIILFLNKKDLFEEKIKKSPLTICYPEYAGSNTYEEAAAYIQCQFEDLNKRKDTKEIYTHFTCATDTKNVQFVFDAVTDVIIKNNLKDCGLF
TexasRed fluor = Total Fluorescence Counterscreen for Inhibitors of the Interaction of Thyroid Hormone Receptor and Steroid Receptor Coregulator 2; 0.29% of 280,000 active; TRb/SRC2 Texas Red total fluorescence interference; AID 1479, 2009; Potency, µM (titrated, usually from 106 µM), without a hit: at the highest dose fluorescence change, negative = quenching; active means well fitted curve in either direction with a large enough effect; inconclusive means small, poorly fitted or top-dose-only effect
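Flags fluorescent or light-absorbing compounds by total fluorescence, S + 2P, at 555 nm excitation and 632 nm emission. Mixture: 20 nM Texas Red SRC2 peptide, 0.6 uM human TRb LBD, 1 uM T3, 5% DMSO; compound exposure 5 h at ambient temperature.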
JMJD2E inh = qHTS Assay for Inhibitors of Human Jumonji Domain Containing 2E (JMJD2E). JMJD2E catalytic domain, FDH-coupled NADH fluorescence (FDH is formaldehyde dehydrogenase). 1.6% of 230,000 active. AID 2147, 2009. Lysine-specific demethylase 4E (Homo sapiens), B2RXH2. Potency, µM (series often up to 57.1 µM), for the others: at the highest dose activity change, negative = inhibition, actives largely listed as inhibitors; active means well fitted inhibition curve with a large enough effect, not every such curve was filed as active; inconclusive means small, poorly fitted or top-dose-only effect, or another doubt; inactive means no such curve, though single readings can be large or run the other way;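 further: 0% = wells with enzyme and -100% = buffer wells without enzyme; nearly all actives have a fitted effect of over 50% in size; many of its hits are not listed in these tables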
Active calls of the source: *; i = inactive; ? = inconclusive; . = no result given; & = joins results of further samples; [ ] = remark or other dose. Unless noted, the call rests on the fitted dose curve; in most records, active means well fitted curve in the direction sought with a large enough effect; inconclusive means small, poorly fitted or top-dose-only effect, or another doubt; inactive means no such curve, though single readings can be large; an effect the other way counts as inactive or inconclusive. Unless noted, on the % scale 0 is the no-effect control and ±100 the full control effect; potency means the concentration at half of the fitted maximal effect. Only part of the results is shown; rates above refer to the full screens.

SMILES	Tau ThT inhib	L3MBTL1 inh	Tau fibril FP	RECQ1 helicase	TRb-SRC2 inh	RGS12 GoLoco inh	TexasRed fluor	JMJD2E inh
COc1cc(OC)cc(C(=O)Nc2ccc3c(c2)COC3=O)c1	?	.	-6%	7%	4%	-4%	4%	-2%
CCSc1ncnc2c1oc1ccccc12	-14%	7%	4%	-5%	-5%	.	-1%	4%
COc1ccc(OC(=O)CCN2C(=O)C3C4C=CC(C4)C3C2=O)cc1 (stereo not given)	-4%	9%	1%	i	-2%	3%	0%	0%
O=c1[nH]c(CSc2nnc(-c3ccco3)n2-c2ccccc2)nc2sc3c(c12)CCC3	-5%	0%	-5%	-7%	-6%	0%	-6%	8%
S=C(Nc1ccc2c(c1)OCO2)N1CCN(Cc2ccco2)CC1	?	-4%	-1%	-5%	-2%	10%	1%	6%
CCN(CC)C(=O)CCCC(=O)N(CC)CC	-4%	-11%	5%	-4%	4%	-3%	-1%	-1%
O=[N+]([O-])/C(N=Nc1ccccc1)=N\Nc1ccccc1	-15%	-3%	5%	26%	4%	1%	0%	-1%
Cn1c(=O)n(C)c2cc(S(=O)(=O)Nc3ccccc3)ccc21	-12%	3%	6%	i	5%	7%	1%	11%
Cc1ccc(-n2c(N)c(C#N)c(-c3ccc(Cl)cc3)c(C#N)c2=O)cc1	-14%	1%	-6%	-13%	6%	-13%	0%	?
COc1ccccc1N1CC(C(=O)Nc2ccc3c(c2)OCO3)CC1=O (stereo not given)	-7%	-19%	6%	5%	2%	-1%	-3%	-9%
c1ccc(C(c2nnnn2C2CCCC2)N2CCN(c3ccccc3)CC2)cc1 (stereo not given)	-16%	-10%	-5%	-7%	-1%	16%	-1%	4%
COC(=O)[C@@]1(Cc2ccc(F)cc2)[C@H]2c3cc(C(=O)N(C)C)n(CCc4c[nH]c5ccc(OC)cc45)c3C[C@H]2CN1C(=O)c1ccccc1	?	.	-2%	0%	-4%	15%	2%	-28%
Cc1c(C(=O)N2CCCC2)sc(NC(=O)c2ccc(Cl)cc2)c1C#N	?	40%[activator]	?	-11%	1%	8%	0%	-3%
COc1cc(/C=C/C(=O)N2CCN(c3n[nH]c(=O)[nH]c3=O)CC2)cc(OC)c1OC	-15%	.	-2%	i	3%	7%	0%	?
CCC(C(=O)OC)n1c(-c2ccccc2)nc2ccccc2c1=O (stereo not given)	-15%	34%[activator]	-11%	-5%	1%	8%	-1%	10%
O=C(Nc1ccc(Cl)cc1)N1CCN(c2ccc3nnc(-c4ccccc4)n3n2)CC1	-14%	.	4%	.	0%	.	2%	.
CC12CCC(c3c1nc1ccccc1[n+]3[O-])C2(C)C (stereo not given)	-2%	5%	-2%	1%	0%	2%	0%	6%
COC(=O)CS(=O)(=O)c1cccc2cccnc12	-8%	11%	2%	14%	-3%	13%	2%	2%
O=C(CC1C(=O)N(c2ccc(F)cc2)C(=O)N1Cc1ccc2c(c1)OCO2)Nc1ccc(F)cc1 (stereo not given)	5%	.	-7%	.	5%	.	0%	.
CCCCN(C)CCNC(=O)C1CCCN(S(=O)(=O)c2ccc3c(c2)oc(=O)n3C)C1 (stereo not given)	-2%	.	-8%	.	-6%	.	-2%	.
Cn1c(C(=O)NCCN2CCCCCC2)cc2c(=O)n(C)c3ccccc3c21	?	.	-9%	-1%	-6%	121%[activator]	-7%	?
CCCC12CN3CC(C)(CN(C1)C3c1ccc(OC(C)C)cc1)C2=O (stereo not given)	-6%	-5%	-5%	i	2%	2%	4%	5%
COc1ccc(C(c2nnnn2CCc2ccccc2)N2CCN(C3CCCC3)CC2)cc1OC (stereo not given)	-2%	4%	-6%	-6%	-13%	.	-3%	-7%
CC(=O)c1cc2c(cc1NC(=O)CSc1nc3ccc(C)cc3[nH]1)OCO2	?	7%	9%	-2%	2%	.	3%	5%
Cc1cc(C)c2c(NC(=S)NC(=O)c3ccccc3)n[nH]c2n1	-16%	0%	-11%	i	2%	-1%	-2%	-16%
The results go on:
SMILES	Tau ThT inhib	L3MBTL1 inh	Tau fibril FP	RECQ1 helicase	TRb-SRC2 inh	RGS12 GoLoco inh	TexasRed fluor	JMJD2E inh
COc1ccc(CCNS(=O)(=O)c2cn(C)c(=O)n(C)c2=O)cc1	21%	6%	-3%	i	-15%	-11%	3%	2%
O=C1C(C=NCC2CCCO2)=C(O)c2ccccc21 (stereo not given)	-9%	2%	-1%	-9%	13%	6%	-1%	-1%
CCOC(=O)C1=C(O)/C(=C/c2ccc(-c3ccccc3C(=O)O)o2)SC1=Nc1ccc(C)cc1	-13%	-1%	2%	i	2%	7%	1%	-5%
COc1cc2c3c(c1)c(C1=NC(=S)NC1=O)c(O)n3C(C)(C)C=C2C	?	.	7%	i	-3%	6%	-4%	-4%
Cc1ccc(C(=O)Cn2c(-c3ccccc3)noc2=O)cc1	15%	-6%	9%[2.34 µM]	i	-3%	5%	3%	7%
CCCc1nc(SCC(=O)N2CCc3ccccc32)c2c(C)c(C)sc2n1	1%	13%	1%	-11%	-4%	1%	-1%	2%
Cc1cc(NC(=O)CN2CCN(S(=O)(=O)c3ccc4ccccc4c3)CC2)no1	-12%	.	1%	i	-10%	5%	0%	-14%
NC(=O)c1ccccc1N/C=C/C(=O)c1cccs1	?	-6%	-11%	i	0%	-4%	-4%	?
CCOc1cc(S(=O)(=O)N(CC)CC)ccc1F	-8%	.	6%	-7%	-2%	6%	0%	4%
Cc1nc(C)c(C(=O)C2=C(O)C(=O)N(CCN(C)C)C2c2cccs2)s1 (stereo not given)	-7%	3%	-4%	15%	4%	-7%	-3%	?
CCO[C@@H]1OC(C(=O)NC2CC2)=C[C@H](c2ccc(Br)cc2)[C@H]1CCCO	-3%	.	-5%	i	8%	4%	-2%	4%
CCCC1S/C(=N/N=C/c2ccc(OC)cc2)N(Cc2ccccc2)C1=O (stereo not given)	-12%	.	-12%	-13%	-6%	3%	0%	-2%
Cc1ccc(-c2noc(CCC(=O)NC3CCN(Cc4ccccc4)CC3)n2)cc1	-5%	2%	4%	i	-5%	-5%	5%	3%
CCSc1nnc(NC(=O)CSc2nnc(CNC(=O)c3ccccc3F)o2)s1	-3%	24%	0%	-12%	-9%	-8%	-2%	4%
COc1ccc(-n2c(C)nc3cc(C(=O)NCc4ccc5c(c4)OCO5)ccc32)cc1	-11%	-11%	5%	-7%	3%	20%	-2%	0%
CCOC(=O)N1CCN(C(=O)COc2cccc3c2CCN(Cc2ccccc2F)C3=O)CC1	-8%	6%	-1%	-1%	2%	3%	-2%	-4%
CCN(CC)C(=O)CSc1nnc(-c2ccccc2)o1	-2%	.	5%	i	-9%	6%	-1%	9%
Cc1nn2c(=O)cc(COC(=O)c3ccc(NC(=O)c4cccc(Br)c4)cc3)nc2s1	-7%	.	?	.	-3%	.	0%	.
CCCn1c2ccccc2c2cnn(CC(=O)N(Cc3ccccc3)C(C)C)c(=O)c21	-11%	.	7%	.	5%	.	6%	.
COc1cc2ccccc2cc1C(=O)O	4%	.	8%	-4%	6%	-21%	-9%	?
CCN(CC)CC(O)CCCCCCCCC(=O)OC (stereo not given)	-8%	51%[activator]	2%	-11%	-1%	7%	-4%	1%
Cc1cc(C)c2nc(C(F)(F)F)c(C#N)c(N)c2c1	-4%	.	?	i	4%	8%	0%	3%
C/C=C(/C(=C/C)c1ccc(O)cc1)c1ccc(O)cc1	?	-1%	?	-13%&-11%	2%&3%	-6%&10%	-6%&-2%	-26%&-7%

A second format for some results above.
smiles | Tau ThT inhib | L3MBTL1 inh | Tau fibril FP | RECQ1 helicase | TRb-SRC2 inh | RGS12 GoLoco inh | TexasRed fluor | JMJD2E inh
CCSc1ncnc2c1oc1ccccc12 | -14% | 7% | 4% | -5% | -5% | . | -1% | 4%
COc1ccc(OC(=O)CCN2C(=O)C3C4C=CC(C4)C3C2=O)cc1 (stereo not given) | -4% | 9% | 1% | i | -2% | 3% | 0% | 0%
O=c1[nH]c(CSc2nnc(-c3ccco3)n2-c2ccccc2)nc2sc3c(c12)CCC3 | -5% | 0% | -5% | -7% | -6% | 0% | -6% | 8%
S=C(Nc1ccc2c(c1)OCO2)N1CCN(Cc2ccco2)CC1 | ? | -4% | -1% | -5% | -2% | 10% | 1% | 6%
CCN(CC)C(=O)CCCC(=O)N(CC)CC | -4% | -11% | 5% | -4% | 4% | -3% | -1% | -1%
O=[N+]([O-])/C(N=Nc1ccccc1)=N\Nc1ccccc1 | -15% | -3% | 5% | 26% | 4% | 1% | 0% | -1%
Cn1c(=O)n(C)c2cc(S(=O)(=O)Nc3ccccc3)ccc21 | -12% | 3% | 6% | i | 5% | 7% | 1% | 11%
Cc1ccc(-n2c(N)c(C#N)c(-c3ccc(Cl)cc3)c(C#N)c2=O)cc1 | -14% | 1% | -6% | -13% | 6% | -13% | 0% | ?
COc1ccccc1N1CC(C(=O)Nc2ccc3c(c2)OCO3)CC1=O (stereo not given) | -7% | -19% | 6% | 5% | 2% | -1% | -3% | -9%
c1ccc(C(c2nnnn2C2CCCC2)N2CCN(c3ccccc3)CC2)cc1 (stereo not given) | -16% | -10% | -5% | -7% | -1% | 16% | -1% | 4%
COC(=O)[C@@]1(Cc2ccc(F)cc2)[C@H]2c3cc(C(=O)N(C)C)n(CCc4c[nH]c5ccc(OC)cc45)c3C[C@H]2CN1C(=O)c1ccccc1 | ? | . | -2% | 0% | -4% | 15% | 2% | -28%

Assay outcomes: PubChem, National Center for Advancing Translational Sciences (NCATS)
